# From PubChem BioAssay
# SSB-PriA inh – inhibitors of Klebsiella pneumoniae PriA binding to SSB C-terminal tail; AlphaScreen SSBct-PriA binding, biotinylated peptide; inhibition, % at 33 µM; 430,000 compounds, 0.6% hits; AID 1272365; in the data active = inhibition mostly above about 37%, no sharp cut-off; inactive = mostly below about 20%;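 also: plate controls were negative control peptide for no effect and reference peptide for full effect; strong numbers were not always called active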
# The depositor's hits bear a star; & = joins results of further samples. A portion of the library, so the mix of outcomes need not match the whole.
smiles | SSB-PriA inh
O=C(Cn1ncccc1=O)N1CCN(c2ccc(-c3ccccn3)nn2)CC1 | 130*
O=C(O)c1cccn2cc(-c3ccccc3)nc12 | -15
CC(Cc1ccccc1)=NNC(=O)C1CCCCC1 | -6
O=C(Nc1ccc2c3c(cccc13)CC2)c1ccc(C(=O)Nc2ccc3c4c(cccc24)CC3)s1 | 9
N#CCC(=O)Nc1ccccn1 | -9
O=C(NCc1ccccc1Cl)c1ccc(Cn2cnc3ccccc32)o1 | 7
NC(=NOC(=O)Cc1ccccc1)c1cccnc1 | -12
COc1cc(C)c(Cl)cc1S(=O)(=O)Nc1ccc(Nc2nc(C)cc(Nc3ccc(C)cc3)n2)cc1 | -9
Cc1sc(NC(=O)c2ccc(F)cc2)c(CN2CCCC2)c1C | 0
COc1ccc(C(=O)N2CCN(c3nccn3-c3ccccc3F)CC2)cc1OC | -9
CCCn1c(=O)c2ccc(C(=O)NC3CCCCC3)cc2n2c(=O)n(Cc3cccc(Cl)c3)nc12 | -18
COc1ccccc1CCNC(=O)C(=O)NCC(c1ccco1)N1CCOCC1 (stereo not drawn) | 1
CCOC(=O)NC(=O)c1ccsc1NC(=O)c1ccc([N+](=O)[O-])s1 | 10
O=C(O)c1cc(-n2ccnc2)ccn1 | 72*
Cc1nc2scc(C)n2c(=O)c1NC(=O)c1ccc2ccccc2n1 | -19
O=C(CCSc1ccccc1)NCC1CCN(c2ccccn2)CC1 | -3
CCc1c(C)nc2n(c1=O)[C@@H](CC(=O)N1CCN(CC)CC1)CS2 | -8
Cn1c(SCC(=O)Nc2ccc(Br)cc2F)nc2c(-c3ccccc3)c[nH]c2c1=O | -11
O=C(NC1CCN(c2nccs2)C1)c1cc(-c2cccs2)[nH]n1 (stereo not drawn) | 10
O=C(CSc1nnc2ccc(-c3cccnc3)nn12)c1ccc([N+](=O)[O-])cc1 | 4

# Part of the list above, field by field.
COc1ccc(C(=O)N2CCN(c3nccn3-c3ccccc3F)CC2)cc1OC
  SSB-PriA inh: -9

CCCn1c(=O)c2ccc(C(=O)NC3CCCCC3)cc2n2c(=O)n(Cc3cccc(Cl)c3)nc12
  SSB-PriA inh: -18

# (cont.)
smiles | SSB-PriA inh
COc1ccc2c(c1)CCCC2(O)CNC(=O)c1c(C)noc1C (stereo not drawn) | -8
Cc1c(F)cccc1NC(=O)N1CCN(c2cc(-n3cccn3)ncn2)CC1 | -22
COc1ccc(S(=O)(=O)N2CCN(c3ccc(-c4cccnc4)nn3)CC2)cc1OC | 3
O=C(CCCOc1ccc(Cl)cc1Cl)NN=CC1CCCCC1 | -1
Cc1ccc(=O)n(C(C)C(=O)O)n1 (stereo not drawn) | -9
O=S(=O)(NCCNc1cc(-n2cccc2)ncn1)c1ccc(OC(F)(F)F)cc1 | -6
COc1ccc(-n2nc(C(=O)NCc3cccnc3)c(=O)cc2OC)cc1 | -15
O=[N+]([O-])c1ccc(-c2cc(-c3ccccc3)c3cc(Cl)ccc3n2)cc1 | -5
CN(C[C@H]1CCCO1)S(=O)(=O)c1ccc(C(=O)Nc2ccc(Cl)cc2)cc1 | -7
Cc1cc(-c2n[nH]c(=S)n2N=Cc2ccc(C)o2)n[nH]1 | 0
CCN1C(=O)Cc2cc(NS(=O)(=O)CCc3ccc(OC)cc3)ccc21 | 8
COc1ccc(-c2csc(CN3CCN(C(=O)c4ccc(F)cc4F)CC3)n2)cc1 | 0&7
C[C@H](O)CN1CCN(C(=O)c2cc(-c3ccc4c(c3)OCO4)n[nH]2)CC1 | 0
CC(=NNC(=O)c1cccc(Br)c1)c1cccnc1 | -5
COC(=O)N1CCc2ccc(NC(=O)c3snnc3C)cc2C1 | 10
O=C(NCCn1nc(-c2cccs2)ccc1=O)Nc1ccc(Cl)c(Cl)c1 | -3
CN(C)C=Nc1c(C#N)cnn1-c1ccccc1 | -6&-9
CCCOc1cccc(C2C(=C(O)c3ccc4c(c3)OCCO4)C(=O)C(=O)N2CCCn2ccnc2)c1 (stereo not drawn) | -6
COCCn1c(=NC(=O)c2ccn(C)n2)sc2cc(SC)ccc21 | 9
O=C(O)Cn1cc(C(F)(F)F)ccc1=O | 0

# (cont.)
smiles | SSB-PriA inh
O=C(Cn1cnc2ccccc2c1=O)N1CCC[C@H](Cc2nc(C3CC3)no2)C1 | -13
O=C(Nc1ncc(Cc2ccc(F)cc2)s1)c1ccc2snnc2c1 | -13
O=C(c1cccc(Br)c1)N1CC(S(=O)(=O)Cc2ccco2)C1 | 8
O=C(Nc1ccc(C(F)(F)F)cc1)N(Cc1cccs1)C1CCOCC1 | -3
O=C(NN=Cc1cc2c(c([N+](=O)[O-])c1)OCO2)c1ccncc1 | -3
COc1ccc(S(=O)(=O)N2CCCC2)cc1C(=O)Nc1ccc(S(C)(=O)=O)cc1 | -9
Cc1ccc(NC(=O)C(=O)NCCCCN2CCO[C@H](c3ccccc3)C2)cc1F | 7
c1coc(-c2nnc(-c3c[nH]c4ccccc34)o2)c1 | 9
CC(C)(C)CC(=O)NC1CCN(c2nccs2)CC1 | -2
Nc1cc(Cl)nc(NN=Cc2ccccc2[N+](=O)[O-])n1 | -9
CCOC(=O)C1=C(c2ccccc2)N=c2sc(=Cc3ccc(O)cc3)c(=O)n2C1c1cccs1 (stereo not drawn) | 1
CN1C(=O)C2C(c3ccc([N+](=O)[O-])cc3)NN(C)C2C1=O (stereo not drawn) | -8
O=C(COc1ccc(Cl)cc1Cl)Nc1ccccc1-c1ccc(=O)[nH]n1 | -7
O=C(Nc1ccccc1)c1oc2ccccc2c1NC(=O)c1sc2ccccc2c1Cl | -18&-6
Cc1noc(Cc2ccccc2NC(=O)c2csc(-c3ccccc3)n2)n1 | 0
O=C(O)c1ccc(NN=Cc2ccc(C(F)(F)F)cc2)cc1 | -7
COc1cccc(NC(=S)NCCN(C)C)c1 | -3
CCOC(=O)c1c(C)oc2c1c(C=Nc1nc3ccccc3s1)c(O)c1ccccc12 | -12&-7
CN1CCc2cc(C(CNS(=O)(=O)Cc3ccc(F)cc3)N3CCCC3)ccc21 (stereo not drawn) | 11
COc1ccccc1COc1cc(NC(=O)Cn2cncn2)ncn1 | 4

# (list continues)
smiles | SSB-PriA inh
CS(=O)(=O)c1ccc2nc(N(Cc3ccccc3)C(=O)c3ccc4c(c3)CCCC4)sc2c1 | -9&-1
CCc1ccc(S(=O)(=O)N2CCN(c3ccc(-c4ccc(Cl)cc4)nn3)CC2)s1 | 7&8
COc1cccc(C=NN2CCN(C3c4ccccc4-c4ccccc43)CC2)c1O | 8
O=S(=O)(CCOc1ccccc1)NCCn1ccc(-c2ccsc2)n1 | -26
CCn1nnc2c(N3CCC(Cc4ccccc4)CC3)ncnc21 | -17
CCc1ccccc1N(C(=O)c1ccc(Br)cc1)[C@@H]1C=CS(=O)(=O)C1 | -1
Cc1nnsc1C(=O)NN=Cc1c(F)cccc1Cl | -13
CC(=O)N1CCc2c(sc(N)c2-c2nc3ccccc3s2)C1 | 29
COCCN(Cc1ccncc1)C(=O)CSCc1ccccc1 | -10
COc1ccc(-c2c(C#N)c(SCC(=O)Nc3cccc(-c4nc5ccccc5s4)c3)nc3c2C(=O)CC(C)(C)C3)cc1 | -22&0
Cc1cc(C)nc(Nc2nc(C(=O)Nc3ccc(Br)cc3C)cs2)n1 | -8
COc1cccc(C=NNC(=O)C(=O)N2CCCC2)c1 | -9
Cc1cc(C(C)(C)C)cc(C)c1CC1=NCCN1C(=O)c1cccs1 | -5&-1
NC(=O)/C=C/c1ccco1 | -6
CN1C(=O)C(C)(C)COc2ccc(NS(=O)(=O)c3ccccc3Cl)cc21 | 5
CCc1ccc(OC)c(S(=O)(=O)NCC2(O)CCCC2)c1 | -13
CN1CCN(C(=O)NC23CC4CC(CC(C4)C2)C3)CC1 | 23
O=C(CCC(F)(F)F)Nc1ccc(-c2csc(Nc3cccnc3)n2)cc1 | 5
CC1(C)c2sc(=O)[nH]c2SC2C(=O)N(CC(=O)O)C(=O)C21 (stereo not drawn) | -5
CCCC(=O)Nc1ccc(C(=O)NN=Cc2cccnc2)cc1 | -12

# Next part
smiles | SSB-PriA inh
O=C(NCCOc1ccc(-c2cccs2)nn1)Nc1ccc(Cl)cc1 | -1&8
COc1cc(C(=O)Nc2ccccc2C(=O)NCC2CCCO2)cc(OC)c1OC (stereo not drawn) | 4
COc1ccc(CCNC(=O)N2CCCSCC2CN2CCOCC2)cc1 (stereo not drawn) | -3
CS(=O)(=O)c1ccccc1C(=O)Nc1ccccc1Oc1ccccc1 | -5
O=C(Cc1ccccc1Cl)NCCn1ccnc1-c1ncccn1 | 1
O=C(c1ccc(F)cc1F)N1CCC(c2nnc(C3CC3)o2)CC1 | -4
Cn1c(=O)c2c(nc(N)n2C)n(C)c1=O | -4
O=C(NNc1nc2ccc(F)cc2s1)c1ccc(F)cc1 | 6
COc1ccc(C=NN2CCN(c3ccncc3S(=O)(=O)N3CCCCC3)CC2)cc1 | 3
O=C(c1cnccn1)N1CCC(c2cccs2)CC1 | -21
Nc1ccc(C(=O)c2ccccc2)cc1[N+](=O)[O-] | 0
CC[C@@](CNC(=O)C1CC1)(OC)c1ccccc1 | -3
C=CCn1c(SCc2c(C)noc2C)nc2scc(-c3ccccc3Cl)c2c1=O | 5
COc1ccc(Cl)cc1C(=O)Nc1cnc(N2CCCCC2)nc1N(C)C | 9
Cc1cc(C(=O)Nc2nc3c(s2)CN(C(=O)CCS(=O)(=O)c2ccccc2)CC3)no1 | 13
COc1ccccc1N1CCN(S(=O)(=O)c2ccc(F)c(C)c2)CC1 | 10
COc1ccccc1NC(=O)C1CCCN(S(C)(=O)=O)C1 (stereo not drawn) | -10
COc1ccc(NC(=O)c2cccn(Cc3ccc(Cl)cc3Cl)c2=O)cc1 | 13
COc1ccc(-c2cc(CC(=O)Nc3cccc(Cl)c3C)no2)cc1OC | 0
O=C(Cn1c(=O)n(Cc2ccncc2)c(=O)c2ncccc21)Nc1ccc(F)c(Cl)c1 | -3

# An excerpt from above in order of number of heavy atoms, lowest first.
smiles | SSB-PriA inh
O=C(Cc1ccccc1Cl)NCCn1ccnc1-c1ncccn1 | 1
COc1ccccc1N1CCN(S(=O)(=O)c2ccc(F)c(C)c2)CC1 | 10
COc1ccc(Cl)cc1C(=O)Nc1cnc(N2CCCCC2)nc1N(C)C | 9
Cc1cc(C(=O)Nc2nc3c(s2)CN(C(=O)CCS(=O)(=O)c2ccccc2)CC3)no1 | 13

# Next part:
smiles | SSB-PriA inh
COC(=O)N1CCc2ccc(NC(=O)Nc3ccc4c(c3)OCO4)cc2C1 | -2
O=C(Nc1ccc2c(c1)N(C(=O)c1ccco1)CC2)c1ccc(Cl)cc1 | 6
Cc1ncsc1C(=O)NC1CCC(Oc2cnccn2)CC1 (stereo not drawn) | -17
Cc1cccc(NC(=O)N2CCN(c3ccc4nnc(C)n4n3)CC2)c1C | -4
Cc1nc2ccccn2c1C(=O)NC[C@](C)(O)c1ccc2c(c1)OCO2 | -9
CCN(CC)CCCNC(CC(=O)O)C(=O)O (stereo not drawn) | -1
CCS(=O)(=O)N1CCCc2ccc(NC(=O)c3ccccc3F)cc21 | -13
CC(Oc1ccc2c(c1)OCO2)C(=O)Nc1cccc(-c2nc3cccnc3s2)c1 (stereo not drawn) | 3
CC1CCCC(C)N1N=Cc1ccccc1Br (stereo not drawn) | 28
CC1(C)OC2OC(C(=O)NN=Cc3cc(Br)ccc3O)C3OC(C)(C)OC3C2O1 (stereo not drawn) | 1
O=C(NCC1CCN(C(=O)c2ccccc2F)CC1)c1ccc2ncsc2c1 | 13
O=C(COc1ccc(Cl)cc1)N1CCN(c2ccc(-n3cccc3)nn2)CC1 | -2
O=C(Cc1noc2ccccc12)N1CCN(c2nc(-c3ccsc3)cs2)CC1 | -1
Cc1nnc2ccc(OCCNS(=O)(=O)c3ccc4c(c3)OCCO4)nn12 | -15
COc1cc(CC(=O)N2C[C@H]3C[C@H](C2)c2cccc(=O)n2C3)cc(OC)c1OC | -7
CCCC=NNC(=O)c1ccc(F)cc1 | -7
CCN1C(=Cc2cc[n+](CCCS(=O)(=O)[O-])c3ccccc23)Sc2ccccc21 | 1
Cc1ccsc1C1CC(c2cccs2)=NN1C(=O)c1cccs1 (stereo not drawn) | -1
CCCCC(=O)NCCS(=O)(=O)N1CCN(c2ccccn2)CC1 | -3
CCOC(=O)c1sc(=NC(=O)/C=C/c2ccc([N+](=O)[O-])s2)n(C)c1C | -10

# The last 2 records of the section before come first, to join the parts:
smiles | SSB-PriA inh
CCCCC(=O)NCCS(=O)(=O)N1CCN(c2ccccn2)CC1 | -3
CCOC(=O)c1sc(=NC(=O)/C=C/c2ccc([N+](=O)[O-])s2)n(C)c1C | -10
Cn1c(=NC(=O)C(c2ccccc2)c2ccccc2)sc2cc(S(C)(=O)=O)ccc21 | 2
Cc1cc(Br)ccc1SCC(=O)O | 25
Cc1ccc(N2CC(c3nc(-c4ccccc4)no3)CC2=O)cc1 (stereo not drawn) | -19
O=c1ccc(-c2nc(-c3cnccn3)no2)cn1Cc1cc(=O)n2ccccc2n1 | -17
O=C(NCc1cc(-c2ccco2)on1)c1cccc(Cl)c1 | -9
COc1ccc(OCC(O)CN(CC(O)COc2ccc(OC)cc2)c2ccc(OC)cc2)cc1 (stereo not drawn) | 70
Cc1n[nH]c(=O)c2c1cnn2-c1ccccc1 | -18&-6
Cc1ccc(S(=O)(=O)NCC2CCN(C3CCCC3)CC2)s1 | -9
O=C(CCS(=O)(=O)c1ccccc1)NCC1(c2ccccc2)CCOCC1 | -9
O=C(c1cnccn1)N1CCN(c2ccc(-c3noc(C(F)(F)F)n3)cn2)CC1 | -17
CCOc1ccc(-c2nnc3sc(-c4cccnc4)nn23)cc1 | 8
CCOC(=O)c1c(NC(=O)c2ccc([N+](=O)[O-])o2)sc2c1CCN(CC)C2 | -1
CSc1ccccc1C(=O)N1CCN(Cc2nc(-c3ccc(F)cc3)cs2)CC1 | 16
COc1ccc(NC(=O)CN2CCC(C(=O)NCc3nc4ccccc4[nH]3)CC2)c(OC)c1 | -9
